Source: PubChem BioAssay
IDH1 R132H inh: inhibitors of human IDH1 R132H. O75874. IDH1 R132H reductase, diaphorase/resazurin fluorescence, 60 min. inhibition, % at 10 µM. 0.18% of 70,000 active. AID 624101; in the data active = inhibition above about 34%;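 note: 0% = DMSO and 100% = no enzyme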
PRC2 inh: inhibitors of human EZH2/PRC2 methyltransferase. 0.35% of 57,000 active. AID 651548. Q15910. inhibition, % at 12.5 µM. PRC2 H3K27 methylation, DELFIA TRF, 1 h;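 active = mean inhibition of replicates at least 50% and every single replicate also reaching 50%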;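 note: dimethyl H3K27 on biotinylated H3 21-44 peptide detected by antibody; plate controls were median neutral control wells for no effect and median positive control wells for full effect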
Target sequence (Q15910 whole entry, looked up): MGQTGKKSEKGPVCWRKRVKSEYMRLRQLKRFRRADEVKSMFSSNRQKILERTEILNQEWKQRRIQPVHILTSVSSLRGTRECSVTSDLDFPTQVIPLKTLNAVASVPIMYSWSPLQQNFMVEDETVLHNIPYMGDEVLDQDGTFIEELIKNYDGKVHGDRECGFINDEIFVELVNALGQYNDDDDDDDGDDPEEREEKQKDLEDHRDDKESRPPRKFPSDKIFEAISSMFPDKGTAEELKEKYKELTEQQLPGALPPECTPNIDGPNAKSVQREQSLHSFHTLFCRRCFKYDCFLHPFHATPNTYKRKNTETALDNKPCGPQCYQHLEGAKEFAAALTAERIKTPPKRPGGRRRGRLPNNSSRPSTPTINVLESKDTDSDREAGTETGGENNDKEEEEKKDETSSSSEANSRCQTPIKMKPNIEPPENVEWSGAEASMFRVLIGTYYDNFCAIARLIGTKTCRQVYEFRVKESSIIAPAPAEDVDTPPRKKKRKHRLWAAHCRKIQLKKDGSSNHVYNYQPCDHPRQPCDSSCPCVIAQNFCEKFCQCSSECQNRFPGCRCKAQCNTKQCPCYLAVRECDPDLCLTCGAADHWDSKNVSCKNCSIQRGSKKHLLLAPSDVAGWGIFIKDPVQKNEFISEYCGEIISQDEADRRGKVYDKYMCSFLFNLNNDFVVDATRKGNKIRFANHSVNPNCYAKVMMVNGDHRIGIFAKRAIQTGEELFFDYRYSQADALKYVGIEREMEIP
The depositor's hits bear a star; x = not tested or not shown.

Under each structure: PRC2 inh, IDH1 R132H inh
CCC(C)N1CCC2(CC1)N=c1c(c3c4c5c(C)c(O)c3c(O)c1=NC(=O)/C(C)=C\C=C[C@H](C)[C@H](O)[C@@H](C)[C@@H](O)[C@@H](C)[C@H](OC(C)=O)[C@H](C)[C@@H](OC)/C=C\O[C@@](C)(O5)C4=O)N2 (some centres undefined)
    x, 0.0
Cc1ccc(S(=O)(=O)N(C)C[C@@H]2OCCCC[C@H](C)Oc3ccc(NC(=O)CCCCCC(=O)Nc4ccccc4N)cc3C(=O)N([C@H](C)CO)C[C@@H]2C)cc1
    x, 0.3
O=C(Nc1ccc2c(c1)[C@@H]1C[C@H](CC(=O)N3CCOCC3)O[C@H](CO)[C@@H]1O2)NC1CCCC1
    -3.8, -0.6
C[C@H](CO)N1C[C@H](C)[C@H](CN(C)S(=O)(=O)c2ccccc2)Oc2c(NS(=O)(=O)c3ccc(Cl)cc3)cccc2C1=O
    x, -2.2
Cc1ccc(S(=O)(=O)N[C@H]2CC[C@@H](CCNC(=O)C3CC3)O[C@H]2CO)cc1
    1.9, 0.1
COc1ccc(NC(=O)Cn2cc(C(=O)c3cccs3)c3ccccc32)cc1
    20.0, -0.2
COc1cccc(S(=O)(=O)Nc2ccc3c(c2)[C@H]2C[C@@H](CC(=O)N[C@@H](C)c4ccccc4)O[C@H](CO)[C@H]2O3)c1
    7.7, -0.2
Cc1ccc(S(=O)(=O)Nc2ccc3c(c2)CC(=O)N([C@@H](C)CO)C[C@@H](C)[C@@H](CN(C)CC2CCCCC2)O3)cc1
    x, 1.7
CC(C(=O)Nc1sc2c(c1C#N)CCC2)n1cc([N+](=O)[O-])cn1 (centres undefined)
    5.6, -0.6
C[C@@H]1CCCCO[C@@H](CN(C)C(=O)Nc2cccc3ccccc23)[C@H](C)CN([C@@H](C)CO)C(=O)c2cc(NS(=O)(=O)c3cccs3)ccc2O1
    x, -1.3
COCC(=O)Nc1ccc2c(c1)C(=O)N(C)C[C@H](OC)[C@@H](C)CN(C(=O)NC(C)C)[C@@H](C)CO2
    10.6, 0.0
C[C@@H]1CN([C@H](C)CO)C(=O)c2cc(/C=C/c3ccccc3)cnc2O[C@H]1CN(C)C(=O)C1CCC1
    -1.7, -0.5
COc1ccc(NC(=O)Nc2cccc3c2O[C@@H](CN(C)S(=O)(=O)c2cn(C)cn2)[C@@H](C)CN([C@@H](C)CO)C3=O)cc1
    x, -20.8
C[C@@H]1CN([C@H](C)CO)C(=O)Cc2cc(NC(=O)Nc3cccc4ccccc34)ccc2O[C@H]1CN(C)Cc1ccc(Cl)c(Cl)c1
    x, -0.1
C[C@@H]1CN([C@H](C)CO)C(=O)c2cc(C#Cc3ccccc3)cnc2O[C@@H]1CN(C)S(=O)(=O)c1ccccc1F
    x, -0.1
C[C@@H]1CN([C@H](C)CO)C(=O)c2ccccc2-c2ccccc2CO[C@@H]1CN(C)S(=O)(=O)c1ccccc1
    5.2, x
CC(C)CC#Cc1ccc2c(c1)O[C@H](CN(C)C(=O)C1CCC1)[C@@H](C)CN([C@@H](C)CO)S2(=O)=O
    -12.8, x
CCCNC(=O)c1cc2c(c(-c3cccc(-c4cccc(F)c4)c3)n1)[C@@H](CCO)N([S@](=O)C(C)(C)C)C2
    7.4, -0.7
O=C(CCCCC(=O)N/N=C/C1=CCCCC1)NO
    23.9, x
O=C(CSc1nc(-c2ccccc2)cc(=O)[nH]1)Nc1cc(C(F)(F)F)ccc1Cl
    64.5*, 0.0
C[C@@H]1CCCCO[C@@H](CN(C)Cc2ccc3c(c2)OCO3)[C@@H](C)CN([C@@H](C)CO)C(=O)c2cc(NS(=O)(=O)c3cn(C)cn3)ccc2O1
    x, 8.0
COC(=O)c1cc(OC)c(OC)cc1NC(=O)C1c2ccccc2Oc2ccccc21
    12.8, 0.6
CC[C@H]1OC(=O)[C@H](C)[C@@H](OC2C[C@@](C)(OC)[C@@H](O)[C@H](C)O2)[C@H](C)[C@@H](O[C@@H]2O[C@H](C)C[C@H](N(C)C)[C@H]2O)[C@](C)(O)C[C@@H](C)/C(=N\OCOCCOC)[C@H](C)[C@@H](O)[C@]1(C)O (some centres undefined)
    x, -0.3
CC(C)NC(=O)N(C)C[C@@H]1Oc2ncc(-c3ccccc3F)cc2C(=O)N([C@@H](C)CO)C[C@@H]1C
    -6.2, -0.7
COc1cccc(-c2cn(CC[C@H]3CC[C@@H](NC(=O)CC4CC4)[C@@H](CO)O3)nn2)c1
    0.0, -0.5
COc1ccc(NC(=O)C2CC(=O)n3c(nc4ccccc43)N2)cc1 (centres undefined)
    -4.4, -0.2
CO[C@@H]1CN(C)C(=O)c2ccc(NC(=O)C3CC3)cc2OC[C@@H](C)N(C(=O)CN2CCOCC2)C[C@H]1C
    3.6, 0.1
C[C@H]1CN([C@@H](C)CO)C(=O)CCCn2cc(nn2)CO[C@H]1CN(C)C(=O)Nc1ccc(C(F)(F)F)cc1
    0.7, 2.2
CCn1c(SCc2nc(-c3cccs3)no2)nnc1-c1c[nH]c2ccccc12
    16.6, -0.1
CN(C)CCCNC(=O)C[C@H]1CC[C@H](NS(=O)(=O)c2ccccc2)[C@@H](CO)O1
    -3.3, 0.3
Cc1ccc(S(=O)(=O)N(C)C[C@H]2Oc3cc(C#Cc4ccccc4)ccc3S(=O)(=O)N([C@H](C)CO)C[C@H]2C)cc1
    x, -0.8
CCS(=O)(=O)NCC[C@H]1CC[C@@H](NC(=O)C2CCCC2)[C@H](CO)O1
    -11.0, 0.1
C[C@H](CO)N1C[C@H](C)[C@H](CN(C)C(=O)Nc2ccc(C(F)(F)F)cc2)Oc2ccc(NC(=O)Cc3cn(C)c4ccccc34)cc2CC1=O
    x, -3.2
CC(C)C#Cc1cnc2c(c1)C(=O)N([C@H](C)CO)C[C@H](C)[C@@H](CN(C)C(=O)c1cccc(F)c1)O2
    -2.0, -0.1
C[C@H](CO)N1C[C@H](C)[C@@H](CN(C)S(=O)(=O)c2ccc(F)cc2)Oc2ccc(NC(=O)C3CC3)cc2CC1=O
    x, 0.2
CCCNc1ncnc2ccc(Br)cc12
    8.8, x
C[C@H]1CN([C@@H](C)CO)C(=O)c2cc(C3=CCCCC3)cnc2O[C@@H]1CN(C)Cc1ccccn1
    10.1, 0.9
C[C@@H]1CN([C@H](C)CO)C(=O)c2cc(C#CCC3CCCC3)cnc2O[C@H]1CN(C)C(=O)CC1CC1
    -1.8, -1.2
C[C@H](CO)N1C[C@H](C)[C@H](CN(C)Cc2ccc(C(=O)O)cc2)Oc2c(cccc2N(C)C)C1=O
    -0.5, 3.7
O=C(C[C@@H]1CC[C@H](NS(=O)(=O)c2ccc(F)cc2)[C@@H](CO)O1)NCc1ccc(Cl)c(Cl)c1
    -0.7, -0.1
CCn1c2ccccc2c2cc(NC(=O)COc3ccc([N+](=O)[O-])cc3)ccc21
    x, 0.8
Cc1ccc(-n2cnnn2)c(S(=O)(=O)N2CCOCC2)c1
    -3.9, -0.2
Cc1noc(C)c1S(=O)(=O)N(C)C[C@@H]1OCCCC[C@H](C)Oc2ccc(NC(=O)Nc3ccc(F)cc3)cc2C(=O)N([C@H](C)CO)C[C@@H]1C
    x, 0.1
CN(C)CC(=O)Nc1ccc2c(c1)[C@@H]1C[C@H](CC(=O)NCc3cccnc3)O[C@@H](CO)[C@@H]1O2
    10.3, 0.3
Cn1c(=O)c2c(ncn2CC(O)CO)n(C)c1=O (centres undefined)
    x, 0.8
Cc1nnc(SCC(=O)Nc2ccc(Br)cc2Cl)s1
    -1.2, -0.4
Cc1ccc(C(C)C)cc1OCC(O)Cn1c(C)nc2ccccc21 (centres undefined)
    1.1, 2.6
CC(C)C#Cc1ccc2c(c1)O[C@@H](CN(C)S(C)(=O)=O)[C@@H](C)CN([C@H](C)CO)S2(=O)=O
    -5.1, -2.4
O=C(NCc1ccco1)c1ccc(NC(=O)c2ccco2)cc1
    22.6, 0.2
CO[C@H]1CN(C)C(=O)c2cc(NC(=O)Nc3cccc(F)c3)ccc2OC[C@@H](C)N(C)C[C@H]1C
    -7.5, -0.5

Three of the compounds above, with each value named.
smiles: Cc1ccc(S(=O)(=O)N(C)C[C@@H]2OCCCC[C@H](C)Oc3ccc(NC(=O)CCCCCC(=O)Nc4ccccc4N)cc3C(=O)N([C@H](C)CO)C[C@@H]2C)cc1
  PRC2 inh: x	IDH1 R132H inh: 0.3
smiles: O=C(Nc1ccc2c(c1)[C@@H]1C[C@H](CC(=O)N3CCOCC3)O[C@H](CO)[C@@H]1O2)NC1CCCC1
  PRC2 inh: -3.8	IDH1 R132H inh: -0.6
smiles: C[C@H](CO)N1C[C@H](C)[C@H](CN(C)S(=O)(=O)c2ccccc2)Oc2c(NS(=O)(=O)c3ccc(Cl)cc3)cccc2C1=O
  PRC2 inh: x	IDH1 R132H inh: -2.2

Going on with the list:
Under each structure: PRC2 inh, IDH1 R132H inh
O=C(CCN1CCCCC1)NCC[C@@H]1CC[C@@H](NC(=O)C2CC2)[C@@H](CO)O1
    -2.8, 0.2
CC(C)NC(=O)Nc1cccc2c1O[C@H](CN(C)S(=O)(=O)c1ccc(F)cc1)[C@H](C)CN([C@@H](C)CO)C2=O
    -0.7, x
CCOC(=O)C1C(=O)C(=O)Nc2ccccc21 (centres undefined)
    x, 1.2
Cc1cc(C(=O)Nc2cccc3c2O[C@@H](CN(C)C(=O)Nc2ccc(C(F)(F)F)cc2)[C@@H](C)CN([C@H](C)CO)C3=O)n(C)n1
    -2.6, 2.4
CNC[C@@H]1OCc2ccccc2-c2ccccc2C(=O)N([C@@H](C)CO)C[C@@H]1C
    -7.2, -0.7
C[C@@H]1CN([C@H](C)CO)C(=O)c2cccc(NC(=O)CCCCCC(=O)Nc3ccccc3N)c2O[C@@H]1CN(C)S(=O)(=O)c1ccccc1
    -8.4, 0.2
Cc1noc(C)c1S(=O)(=O)N(C)C[C@H]1OCCCC[C@@H](C)Oc2ccc(NC(=O)Cc3ccccc3)cc2C(=O)N([C@@H](C)CO)C[C@@H]1C
    x, -1.4
CC(C)NC(=O)N(C)C[C@H]1OCCCC[C@H](C)Oc2ccc(NC(=O)NC3CCCCC3)cc2C(=O)N([C@H](C)CO)C[C@@H]1C
    -3.6, x
CCCN(C)C[C@H]1Oc2ncc(Br)cc2C(=O)N([C@H](C)CO)C[C@H]1C
    2.4, 0.7
C[C@H](CO)N1C[C@H](C)[C@@H](CN(C)CC2CC2)Oc2ccc(NS(=O)(=O)c3cccs3)cc2CC1=O
    x, 2.1
C[C@@H]1CN([C@H](C)CO)S(=O)(=O)c2ccc(-c3cccc(F)c3)cc2O[C@@H]1CN(C)C(=O)C1CC1
    8.7, -1.9
C[C@H](CO)N1C[C@H](C)[C@H](CN(C)Cc2ccc(C(=O)O)cc2)Oc2ccc(NC(=O)C3CCCCC3)cc2CC1=O
    5.3, 6.6
CCCC(=O)Nc1ccc2c(c1)C(=O)N(C)C[C@H](OC)[C@@H](C)CN(C(=O)CN(C)C)[C@H](C)CO2
    -0.5, -0.2
Cc1c(Br)c([N+](=O)[O-])nn1C(C)C(=O)Nc1c(C)n(C)n(-c2ccccc2)c1=O (centres undefined)
    2.7, -0.1
COc1ccc(NC(=O)Nc2ccc3c(c2)C(=O)N([C@@H](C)CO)C[C@H](C)[C@H](CN(C)C(=O)c2ccccc2)OCCCC[C@H](C)O3)cc1
    x, 1.7
COc1ccc(C#Cc2ccc3c(c2)O[C@H](CN(C)C(=O)Nc2cccc(OC)c2)[C@H](C)CN([C@@H](C)CO)S3(=O)=O)cc1
    -16.2, x
C[C@H](CO)N1C[C@H](C)[C@@H](CN(C)S(=O)(=O)c2ccc(F)cc2)Oc2c(NC(=O)NC3CCCCC3)cccc2C1=O
    -7.1, 1.9
CCCNC(=O)N1C[C@@H](C)[C@@H](OC)CN(C)C(=O)c2cc(NC(C)=O)ccc2OC[C@@H]1C
    -0.6, -0.1
C[C@@H]1CN([C@H](C)CO)C(=O)c2cc(C#CC3CC3)cnc2O[C@H]1CN(C)C
    -8.3, -0.3
CC(C)NC(=O)N[C@H]1CC[C@@H](CC(=O)N2CCCCC2)O[C@H]1CO
    8.8, 0.2
CO[C@H]1CN(C)C(=O)c2ccc(NC(C)=O)cc2OC[C@@H](C)N(C(=O)C2CC2)C[C@H]1C
    -4.2, 0.3
O=C(Nc1cc(F)ccc1F)N[C@@H]1CC[C@H](CCn2cc(C3CC3)nn2)O[C@H]1CO
    10.2, 0.2
CO[C@@H]1CN(C)C(=O)c2ccc(NS(=O)(=O)CC(F)(F)F)cc2OC[C@@H](C)N(CCC(F)(F)F)C[C@H]1C
    2.8, 0.7
C[C@H](CO)N1C[C@H](C)[C@@H](CN(C)CC2CCCC2)OCc2cnnn2CCCC1=O
    x, 0.2
C[C@H](CO)N1C[C@H](C)[C@H](CN(C)S(=O)(=O)c2ccc(F)cc2)Oc2ccc(NC(=O)Cn3cnnn3)cc2C1=O
    x, 0.1
O=C(CSc1ncn[nH]1)Nc1nsc(-c2ccc(Cl)cc2)n1
    x, 0.2
C[C@H]1CCCCO[C@@H](CN(C)S(=O)(=O)c2ccccc2)[C@@H](C)CN([C@@H](C)CO)C(=O)c2cc(N(C)C)ccc2O1
    -3.3, -0.7

One compound at a time (already shown):
Cc1noc(C)c1S(=O)(=O)N(C)C[C@@H]1OCCCC[C@H](C)Oc2ccc(NC(=O)Nc3ccc(F)cc3)cc2C(=O)N([C@H](C)CO)C[C@@H]1C in the list: PRC2 inh: x; IDH1 R132H inh: 0.1
C[C@@H]1CN([C@H](C)CO)C(=O)c2cc(C#CC3CC3)cnc2O[C@H]1CN(C)C in the list: PRC2 inh: -8.3; IDH1 R132H inh: -0.3

A portion of the library; the hit share may differ from the screen's.
